High-throughput results: PubChem BioAssay, National Center for Advancing Translational Sciences (NCATS)
KAT2A inh = GCN5L2 (KAT2A) acetyltransferase inhibition; GCN5L2 HAT assay, ThioGlo1 CoA-SH fluorescence; Potency, µM (highest dose often 58.9 µM), without a hit: at the top dose activity change, negative = inhibition, actives largely listed as inhibitors; Q92830; AID 504327; 0.21% of 390,000 active
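Compounds, pin-transferred from DMSO stocks, meet 20nM GCN5L2 for 15 min before the reaction begins with H3(1-25) peptide (75uM) and acetyl-CoA (70uM). Thiol-reactive ThioGlo1 reports CoA release over 20 min at room temperature.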
DT40 TDP1 no CPT = qHTS for Inhibitors of human tyrosyl-DNA phosphodiesterase 1 (TDP1): qHTS in cells in absence of CPT; DT40 Tdp1-/- hTDP1 cells, no CPT, ATP luminescence, 48 h; Potency, µM (titrated, usually from 46.2 µM), for the others: at the highest dose activity change, negative = growth inhibition, actives largely listed as inhibitors; 15% of 420,000 active; AID 686978, 2013; further: nearly all actives have a fitted effect of over 55% in size
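Readout: luminescence from CellTiter-Glo after 30 min in the dark at RT. Cells: DT40 Tdp1-/- with stable hTDP1, 400/well. Exposure: compounds alone, ≥48 hr, 37 °C.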
TDP1 block = TDP1 (human) enzyme inhibition. Q9NUW8. Potency, µM (top dose mostly 130 µM), for inactives: at the top dose activity change, negative = inhibition, actives largely listed as inhibitors. 0.28% of 350,000 active. recombinant TDP1, AlphaScreen DNA substrate cleavage. AID 485290; further: nearly all actives have a fitted effect of over 40% in size
Target sequence (Q9NUW8 whole entry, looked up): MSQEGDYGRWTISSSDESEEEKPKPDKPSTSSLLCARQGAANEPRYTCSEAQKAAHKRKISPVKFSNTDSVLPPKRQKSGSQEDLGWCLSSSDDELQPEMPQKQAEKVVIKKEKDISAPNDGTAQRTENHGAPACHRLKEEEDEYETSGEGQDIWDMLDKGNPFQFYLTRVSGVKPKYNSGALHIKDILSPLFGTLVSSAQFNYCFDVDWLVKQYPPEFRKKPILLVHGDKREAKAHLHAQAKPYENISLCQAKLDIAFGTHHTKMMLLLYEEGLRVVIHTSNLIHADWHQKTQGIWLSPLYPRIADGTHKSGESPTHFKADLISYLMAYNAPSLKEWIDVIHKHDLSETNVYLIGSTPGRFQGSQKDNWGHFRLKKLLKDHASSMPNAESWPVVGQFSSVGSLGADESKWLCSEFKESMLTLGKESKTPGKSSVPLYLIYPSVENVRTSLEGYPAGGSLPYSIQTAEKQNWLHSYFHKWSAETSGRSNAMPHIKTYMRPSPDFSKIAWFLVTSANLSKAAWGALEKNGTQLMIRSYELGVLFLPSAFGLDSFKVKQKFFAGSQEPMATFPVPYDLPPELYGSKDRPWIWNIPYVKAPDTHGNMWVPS
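AlphaScreen read-out: signal falls as enzyme removes the 3' tyrosine-FITC from a 5'-biotinylated DNA oligo (15 nM, 5 min, RT). Enzyme was E. coli-made recombinant Tdp1 at 1 nM, exposed to compound for 15 min beforehand; beads 10 ug/ml, 10 min.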
Starred values were filed as active, the others as inactive; ? = inconclusive; / = not tested or not shown; & = joins results of further samples; [ ] = another dose, or the depositor's remark. The call rests on the fitted dose curve; in most records, active means well fitted curve in the direction sought with a large enough effect; inconclusive means small, poorly fitted or top-dose-only effect, or another doubt; inactive means no such curve, though single readings can be large; an effect the other way counts as inactive or inconclusive. On the % scale 0 is the no-effect control and ±100 the full control effect; potency means the concentration at half of the fitted maximal effect. This is a subset (hit frequency here may not be typical).

compound | KAT2A inh | DT40 TDP1 no CPT | TDP1 block
COc1cccc(C(=O)COC(=O)C2CC3CCCC(C2)C3=O)c1 (stereo unspecified) | -3% | -18% | -17%[0.505 µM]
Cc1ccc(C(=O)N2CCN(c3ncnc4c(C)csc34)CC2)cc1 | -6% | 16µM* | 6%
CCCC1=Nc2cc(C(=O)NCCCN3CCN(C)CC3)ccc2Sc2ccccc21 | 2% | ? | 6%
Cc1c(Nc2nc3ccccc3nc2NS(=O)(=O)c2cccc(Cl)c2)c(=O)n(-c2ccccc2)n1C | -7% | -24% | 8%
CC1C(=O)N(Cc2cccc(F)c2)c2ccccc2N1C(=O)c1ccccc1 (stereo unspecified) | -2% | 15µM* | /
O=C(NCc1ccco1)c1cc(-c2ccccn2)nc2ccccc12 | -3% | -19% | 4%
O=C(O)c1cccc(S(=O)(=O)Nc2ccc(Oc3ccccc3)cc2)c1 | -8% | 0% | 0%
CCCn1c(-c2ccc[nH]c2=O)nc2ccccc21 | -4% | 5% | 0%

Entries of single compounds from above. Order of values: KAT2A inh | DT40 TDP1 no CPT | TDP1 block
Entry for O=C(O)c1cccc(S(=O)(=O)Nc2ccc(Oc3ccccc3)cc2)c1 = -8% | 0% | 0%
Entry for CCCn1c(-c2ccc[nH]c2=O)nc2ccccc21 = -4% | 5% | 0%
Entry for O=C(NCc1ccco1)c1cc(-c2ccccn2)nc2ccccc12 = -3% | -19% | 4%

Going on with the list:
compound | KAT2A inh | DT40 TDP1 no CPT | TDP1 block
C/C(=N\NC(=O)Cc1cccn1C)c1cccs1 | -3% | 0% | 10%
CN(C)c1ccc(-c2nccc(NCc3cccs3)n2)cc1 | -21% | 23µM* | /
COc1ccc(CCN2C(=O)C3C4CC(C5C(C(=O)NN)=NOC45)C3C2=O)cc1OC (stereo unspecified) | -3% | 1% | 3%
CCC1(c2ccccc2)NC(=O)N(CC(=O)N(C)CC(=O)Nc2cccc(F)c2)C1=O (stereo unspecified) | ? | -15% | 0%
Cc1noc(C)c1C(=O)OCC(=O)Nc1ccc(N2CCOCC2)cc1 | -1% | 0% | 0%
COC(=O)c1scc(C)c1NC(=O)c1ccccc1F | 12% | 2% | /
O=C(CSc1nc2ccccc2[nH]1)NC(=O)NCc1ccco1 | 0% | -5% | 3%
COC(=O)c1ccc(Cn2cc([N+](=O)[O-])cn2)cc1 | -8% | -12% | 1%
C=CCOC(=O)C1=C(C)N=C2SCCC(=O)N2C1c1ccc(OC(=O)c2ccco2)cc1 (stereo unspecified) | -13% | 3% | 6%
O=C(Nc1nccs1)c1ccc(-c2ccc(Cl)cc2Cl)o1 | -18% | -28% | 3%
Cn1c(SCC(=O)OCC(=O)c2ccccc2)nnc1-c1cccs1 | -2% | 5% | 7%
C=C(Br)Cn1c(CCC)nc2ccccc21 | -12% | ? | 2%
O=C(NC1CCCCC1)c1ccc(Cn2c(SCc3ccccc3)nc3cccnc32)cc1 | -7% | -29% | 4%
Cc1cc(Cl)ccc1OCC(=O)Nc1ccccc1N1CCOCC1 | -3% | ? | 1%
O=C(C[n+]1cc(-c2ccccc2)n2c1CCC2)OCc1ccccc1 | 2% | -19% | -6%
Nc1nnc(SCc2cccc(C(F)(F)F)c2)s1 | 0% | -6% | 5%

Reformatted with values under each structure: entries from further up
Each structure is followed by: KAT2A inh | DT40 TDP1 no CPT | TDP1 block
O=C(Nc1nccs1)c1ccc(-c2ccc(Cl)cc2Cl)o1
  -18% | -28% | 3%
Cn1c(SCC(=O)OCC(=O)c2ccccc2)nnc1-c1cccs1
  -2% | 5% | 7%
C=C(Br)Cn1c(CCC)nc2ccccc21
  -12% | ? | 2%
O=C(NC1CCCCC1)c1ccc(Cn2c(SCc3ccccc3)nc3cccnc32)cc1
  -7% | -29% | 4%

Other results follow:
compound | KAT2A inh | DT40 TDP1 no CPT | TDP1 block
COc1cc(/C=C(\NC(C)=O)C(=O)O)cc(OC)c1OC | -5% | 4% | 6%
O=C(Cc1cc(=O)oc2cc(O)ccc12)NC(Cc1ccc(Cl)cc1)C(=O)O (stereo unspecified) | 28µM* | ? | /
CCN(CC)S(=O)(=O)c1ccc(N2CCOCC2)c(NC(=O)C(C)(C)C)c1 | 3% | -16% | 2%
O=C(O)CSCC(=O)N1CCN(c2ccnc3cc(Cl)ccc23)CC1 | 3% | 8% | /
C=CCNC(N)=S | -3%&-3% | 19%&-1% | 2%&9%
CCOC(=O)N1CCN(Cc2nnc(-c3cccc(Br)c3)o2)CC1 | -4% | 2% | /
Cc1cc(C)c(C#N)c(Sc2ccccc2N)n1 | -24% | -22% | 11%
CCCC(=O)NCn1nnc(-c2ccc(Cl)cc2)n1 | -4% | -15% | 2%

By substructure: the entries above with two or more sulfur atoms.
compound | KAT2A inh | DT40 TDP1 no CPT | TDP1 block
Cn1c(SCC(=O)OCC(=O)c2ccccc2)nnc1-c1cccs1 | -2% | 5% | 7%
Nc1nnc(SCc2cccc(C(F)(F)F)c2)s1 | 0% | -6% | 5%

Later entries
compound | KAT2A inh | DT40 TDP1 no CPT | TDP1 block
OCC[C@H]1C[C@@H](O)[C@H](O)[C@@]2(CCc3ccccc3O2)O1 | 2% | 3% | -3%
Cn1nnnc1SCc1ccc(C(=O)Nc2ccccc2F)cc1 | -5% | -8% | 9%
O=C(CSc1nc2[nH]ncc2c(=O)[nH]1)Nc1cccc(Cl)c1 | 0% | 1% | -1%
COC(=O)c1cccc(NC(=O)c2ccccc2)c1 | 1% | -13% | 5%
Cc1ccc(S(=O)(=O)/C(C#N)=C/c2c(N3CCOCC3)nc3c(C)cccn3c2=O)cc1 | 0% | ? | 4%
CCCCCCn1nc(C(=O)OCC(=O)NC2CCS(=O)(=O)C2)c2ccccc2c1=O (stereo unspecified) | -4% | ? | -3%
O=C(c1cccnc1)N1CCN(C(=O)c2ccccc2F)CC1 | 0% | -17% | 2%
COc1ccc(/C=C/C(=O)Nc2ccccc2C(F)(F)F)cc1OC | -5% | -2% | -1%
CCCOc1ccc(-c2nnn(CC(=O)c3c[nH]c4ccccc34)n2)cc1 | -6% | -10% | 2%
Cc1cccc(-n2cc(CN3CCN(C(=O)c4ncn[nH]4)CC3)c(-c3cccc(F)c3)n2)c1 | -1% | -1% | 8%
CC(O)[C@H](NC(=O)C1CCN(C(=O)[C@H](Cc2ccccc2)NC(=O)OC(C)(C)C)CC1)C(=O)O (stereo partly specified) | 0% | 9% | /
CCc1ccc2[nH]c(=O)c(CN(CCCO)C(=O)NCc3ccccc3)cc2c1 | -6% | ? | 2%
O=C(CSc1nnc(-c2ccccc2)o1)OCc1ccccc1 | 0% | 2% | 1%
Nc1nc(SCC(=O)Nc2c(Br)cc([N+](=O)[O-])cc2Br)n[nH]1 | 0% | -5% | 5%
Nc1ccc(C(=O)N2N=C(c3ccccc3)CC2(O)C(F)(F)F)cc1 (stereo unspecified) | -19% | -9% | /
Cc1ccc(C(=O)N(CN2CCCC2=O)c2ccc(F)cc2)cc1 | -2%[0.501 µM] | -5% | 7%
Cc1ccc(-c2nnn(CC(=O)N3CCN(c4nc5ccccc5s4)CC3)n2)cc1 | -5% | -17% | 6%
O=C(NCc1ccccc1F)C1CCCN1C(=O)Nc1cccc(F)c1 (stereo unspecified) | -5% | 1% | /
O=C(NCCc1ccc(Cl)cc1)c1ccc(OCC2CCCO2)cc1 (stereo unspecified) | -3% | 4% | -1%
Cc1c(N2C(=O)c3ccccc3C2(O)c2ccccc2)c(=O)n(-c2ccccc2)n1C (stereo unspecified) | -35% | 13% | /
Cc1ccc(S(=O)(=O)c2c(Nc3cc(C)ccc3C)sc(C(=O)c3ccc4c(c3)OCO4)c2N)cc1 | -32% | 7.3µM* | 1%
O=C(CCS(=O)(=O)c1cccc2nsnc12)NC1CCCCCC1 | -6% | 2% | 0%
O=C(CCSc1ccccc1Cl)Nc1cccc([N+](=O)[O-])c1 | -12% | ? | 3%
CC(Sc1nc(N)cc(=O)[nH]1)C(=O)NCC(=O)Nc1ccc(F)c(F)c1F (stereo unspecified) | 2% | 11% | 0%
O=C(Cc1cccs1)N1CCN=C1SCc1ccc(F)cc1 | -4% | -20% | 0%
COc1ccc(S(=O)(=O)NCc2c(-c3ccccc3)noc2C)c(OC)c1 | -5% | -3% | 5%
CCc1ccc(NC(=O)CC2C(=O)N(c3cccc(C)c3)C(=O)N2Cc2cccs2)cc1 (stereo unspecified) | -11% | 21µM* | 0%
COc1ccc(CC(=O)NNS(=O)(=O)c2ccc(F)cc2)cc1OC | -1% | ? | -6%
CNC1(C(N)=O)CCNCC1 | 0% | 9% | /
CC(C)S(=O)(=O)N1CCCC(C(=O)c2cccc(Cl)c2)C1 (stereo unspecified) | -1% | ? | 5%
CC(=O)Nc1ccc(NC(=O)CC2Nc3cccc4cccc(c34)NC2=O)cc1 (stereo unspecified) | 18% | ? | 0%
Cc1cc2c(cc1S(=O)(=O)CCC(=O)Nc1cccc(C(F)(F)F)c1)OCC(=O)N2 | 1% | 16% | 1%
COc1ccc(C(=O)NCCSCc2ccccc2)cc1OC | -9% | -19% | 5%
CC12CCC(C(=O)OC3CCCCC3)(OC1=O)C2(C)C (stereo unspecified) | 0% | 21% | /
CCCCN1C(=O)CN(C2CCCCCC2)C(=O)C1c1ccc(OCCC)c(OC)c1 (stereo unspecified) | 0% | ? | 5%
Cc1ccc(S(=O)(=O)N2CC3(C)CN(S(=O)(=O)c4ccc(C)cc4)CC(C)(C2)C3=O)cc1 | -51% | -24% | 2%
COc1cc(C(C)=O)ccc1COc1ccc(C(=O)OCC(=O)NC2CCS(=O)(=O)C2)cc1OC (stereo unspecified) | 1% | 21µM* | 4%
CCCCNCc1cc2ccccc2o1 | -3% | 27% | /
CCOC(=O)Nc1ccc(S(=O)(=O)N2CCOCC2)cc1 | -4% | -19% | -4%
COc1cccc(Cn2c(=O)c(-c3cccs3)nc3cnc(N(C)C)nc32)c1 | -11% | 15% | /
Cc1cc(N(C)C)c(C#N)c(N2CCCCC2)n1 | -5% | ? | -2%
Cc1cc(C(=O)NNC(=O)c2ccc(Cl)cc2)c2ccccc2n1 | -8% | -12% | 0%
N#Cc1cccc(NC(=O)C2CCN(S(=O)(=O)c3ccc4c(c3)CCCN4C(=O)C3CCC3)CC2)c1 | -8% | ? | 5%
COc1ccc(OC)c(C2=NOC(C(=O)Nc3ccc4c(c3)OCCO4)C2)c1 (stereo unspecified) | -2% | 2% | /
